Screening data from PubChem.
Polio RdRp inh: inhibitors of poliovirus RNA polymerase binding and polymerization. poliovirus polymerase elongation, fluorescence polarization; stronger effect = lower value. % elongation, % (compound at 16.7 µg/mL). actives 0.66% (n = 150,000). AID 588519; in the data active = % elongation below about 90%; note: some results filed as inactive read as strong as hits
Target sequence (P03300 1749-2209 limits assumed): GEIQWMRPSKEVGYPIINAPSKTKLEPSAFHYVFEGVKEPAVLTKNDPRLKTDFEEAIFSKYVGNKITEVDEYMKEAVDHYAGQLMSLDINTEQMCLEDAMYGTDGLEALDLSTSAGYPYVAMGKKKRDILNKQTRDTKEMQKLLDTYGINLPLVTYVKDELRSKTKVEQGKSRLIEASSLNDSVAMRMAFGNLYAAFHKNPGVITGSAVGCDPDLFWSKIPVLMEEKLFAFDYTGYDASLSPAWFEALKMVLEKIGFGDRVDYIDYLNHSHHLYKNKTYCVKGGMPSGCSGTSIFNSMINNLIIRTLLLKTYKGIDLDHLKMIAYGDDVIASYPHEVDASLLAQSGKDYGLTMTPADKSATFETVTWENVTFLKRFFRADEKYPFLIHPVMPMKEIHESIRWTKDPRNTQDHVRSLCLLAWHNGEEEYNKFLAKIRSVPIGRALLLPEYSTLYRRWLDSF
Polio RdRp inh FP z-score: further read-out of Polio RdRp inh, marked with its call; z-score; measured here: FP z-score; hits read low
Starred values were filed as active, the others as inactive; & = joins results of further samples.

The opening two records, ahead of the listing:
SMILES	Polio RdRp inh	Polio RdRp inh FP z-score
Cc1cccc2nc(-c3ccco3)c(Nc3ccc4c(c3)OCO4)n12	103	-0.4
COc1ccc(C(=O)CSc2nnc(-c3cc4cc(Cl)ccc4o3)n2C)cc1	101	0.2

Main list, from the first entry:
SMILES	Polio RdRp inh	Polio RdRp inh FP z-score
Cc1cccc2nc(-c3ccco3)c(Nc3ccc4c(c3)OCO4)n12	103	-0.4
COc1ccc(C(=O)CSc2nnc(-c3cc4cc(Cl)ccc4o3)n2C)cc1	101	0.2
O=C(CCN1C(=O)/C(=C\c2cccs2)SC1=S)NC1=NCCS1	100	0
COc1ccc2cc(C(=O)NCc3ccc4c(c3)CCN4C(=O)c3ccc(F)cc3)[nH]c2c1	104	-0.7
Cc1ccc(C(=O)CSc2ncn[nH]2)cc1	101	-0.1
Cc1ccc(-c2nc(-c3cc4cccc(OCc5ccccc5F)c4oc3=O)no2)cc1	108	0.7
CCC(Sc1nc2ncccc2c(=O)n1-c1ccccc1)C(=O)Nc1ccc(OC)cc1 (configuration not stated)	101	-0.3
O=C(NC1CC1)/C(=C/c1ccc[nH]1)NC(=O)c1ccccc1	103	0.2
O=C1/C(=C\c2ccco2)SC(=S)N1Cc1ccccc1	105	1.3
CSc1nnc(C2CCCN2C(=O)N(c2ccccc2)c2ccccc2)n1C (configuration not stated)	102	0
COc1ccccc1N1CCN(S(=O)(=O)c2c(C)sc3ncn(CC(=O)N(C)c4ccc(Cl)cc4)c(=O)c23)CC1	104	0
CC(C)NC(=S)N/N=C/c1ccc2c(c1)OCCO2	102	-0.1
O=C(COC(=O)CSc1cc(Cl)ccc1Cl)Nc1ccc(F)c(F)c1F	97	-1.4
COc1cccc(-n2cc(C(=O)N(CC(C)C)CC(C)C)c3ccccc3c2=O)c1	100	-0.3
O=C1/C(=C/N2CCCCC2)SC(=S)N1c1ccc(F)cc1	109	0.6
Cc1cc(=O)oc2n[nH]c(CSc3ccc(Cl)cc3)c12	106	0.1
COc1cc2ccccc2cc1C(=O)N1CCN(c2nc3ccc(F)cc3s2)CC1	109	0.6
Cc1cc(N)n2ncc(-c3ccccc3)c2n1	102	0
O=C(CC1NCCNC1=O)Nc1ccccc1F (configuration not stated)	101	-1
Cc1cc2c(=O)n(Cc3ccco3)c(SCC(=O)N3CCc4ccccc4C3)nc2s1	102	0.4
COc1ccc(N=Cc2sc3ccccc3c2O)cc1	69	-6.5
COc1ccc(CNC(=O)c2ccc(CS(=O)(=O)c3ccc(OC)cc3)o2)cc1	102	-0.7
O=C(c1ccccc1)c1cn(Cc2ccc(F)cc2)c2ccccc12	103	0.3
CC1Cc2ccccc2N1C(=O)C1(S(=O)(=O)c2ccccc2)CCCC1 (configuration not stated)	102	-0.2
O=C(Nc1ccc(-c2noc(COc3ccc(Br)cc3)n2)cc1)c1cccnc1	101	-0.1
COc1cccc2c(=O)c3c(cnn3C)n(C)c12	92	-1.3
Cc1cc(S(=O)(=O)N2CCOCC2)ccc1OCC(=O)O	99	-0.8
O=c1[nH]c2ccccc2nc1N1CCOCC1	102	-0.1
COc1ccc2c(c1)CCc1sc(NC(=O)c3cc(OC)c(OC)c(OC)c3)nc1-2	101	-0.2
Cc1ccc(C)c(NC(=O)Cn2cc(C(=O)C3CCCCC3)c3ccccc32)c1	106	0.2
Cc1ccc(-c2nc3sc(CCNC(=O)c4ccco4)c(C)n3n2)cc1	107	0
CC1CN(C(=O)c2scc3c2OCCO3)CC(C)O1 (configuration not stated)	103	-0.2
CCCc1nc2ccccc2n2c(-c3ccc(C)cc3)c3c(=O)n(C)c(=O)n(C)c3c12	103	-0.2
CCC(C)NC(=O)CSc1c2c(nc3ccccc13)CCCC2 (configuration not stated)	101	-0.2
N#Cc1ccc(NC(=S)NC(=O)C2CC2)cc1	105	0.3
COc1ccc(OC)c(NC(=O)c2oc3c(c2C)C(O)CC(C)(C)C3)c1 (configuration not stated)	103	0.5
O=C(CSCC(=O)N1CCCC1)Nc1nc(-c2cccs2)cs1	100	-0.3
CCOc1ccc(C(=O)N2CCC(c3ccncc3)CC2)cc1	107	0
Cc1ccc(NC(=O)c2cc3c(=O)n(Cc4ccco4)ccc3nc2C)cc1	100	-0.2
N#Cc1cc2c(=O)n3ccccc3nc2n(-c2nnc(SCc3ccccc3)s2)c1=O	101	-1
O=C1CSC(N2CCOCC2)=N1	103	0
CC(=O)Nc1ccc(S(=O)(=O)N2C(=O)c3cccc4cccc2c34)cc1	100	-0.6
COC(=O)CCC(=O)Nc1ccccc1C(N)=O	102	0.2
O=c1n(-c2ccccc2)c(=O)n2n1CC(O)C2	101	-0.1
O=C(Nc1nnc(SCc2cc(=O)c3ccccc3[nH]2)s1)c1ccccc1	112	1.4

Complete entries from above.
O=C(CC1NCCNC1=O)Nc1ccccc1F (configuration not stated) in the list: Polio RdRp inh: 101; Polio RdRp inh FP z-score: -1
Cc1cc(=O)oc2n[nH]c(CSc3ccc(Cl)cc3)c12 in the list: Polio RdRp inh: 106; Polio RdRp inh FP z-score: 0.1

Continuation:
SMILES	Polio RdRp inh	Polio RdRp inh FP z-score
COc1ccc(Cl)cc1-n1nnc(-c2nc(-c3ccc4c(c3)OCO4)no2)c1C	109	0.2
Cc1nnc(NC(=O)c2ccc3c(c2)C(=O)N(C2CCCCC2)C3=O)s1	102	0.1
CC1=CC(=NC(=O)c2ccco2)C(C)=CC1=O	102	-0.1
CSc1nnc(-c2ccccc2)o1	104	1.2
CSc1ccc(/C=C/c2nc3ccccc3n2S(=O)(=O)c2cccc(Cl)c2)cc1	106	-0.8
CCN(Cc1ccccc1)C(=O)Cn1c(=O)n(Cc2ccccc2)c(=O)c2c1c1cc(OC)ccc1n2C	102	-1
COc1ccc(CCC(=O)N(C)C)cc1	106	1.5
NS(=O)(=O)c1ccc(NC(=O)CN2C(=O)COc3ccc(Cl)cc32)cc1	106	0.3
COc1ccc(CNC(=O)c2ccc(NC(=O)N3CCSc4ncccc43)cc2)cc1	107	0.3
Cc1nc2nc(CNC(=O)OC(C)(C)C)nn2c(C)c1CCC(=O)NCc1ccccc1Cl	107	0.1
CCc1nn(Cc2ccccc2)c(=O)c2cc3cc(C)ccc3n12	101	-0.9
O=S(=O)(c1ccc2[nH]c3c(c2c1)CCCCC3)N1CCN(c2cccc(Cl)c2)CC1	111	0.6
Cc1cc(=O)n2nc(N)sc2n1	101	-0.6
CCc1ccc(/C=C2\SC(=O)N(CC(=O)N3CCOCC3)C2=O)cc1	104	0.5
Cc1ccc(OCC(=O)Nc2ccc(-c3nc4ccccc4o3)cc2)c(C)c1	107	0.4

Seven entries from above, sorted by formula weight, highest first.
SMILES	Polio RdRp inh	Polio RdRp inh FP z-score
O=S(=O)(c1ccc2[nH]c3c(c2c1)CCCCC3)N1CCN(c2cccc(Cl)c2)CC1	111	0.6
NS(=O)(=O)c1ccc(NC(=O)CN2C(=O)COc3ccc(Cl)cc32)cc1	106	0.3
Cc1ccc(OCC(=O)Nc2ccc(-c3nc4ccccc4o3)cc2)c(C)c1	107	0.4
CCc1ccc(/C=C2\SC(=O)N(CC(=O)N3CCOCC3)C2=O)cc1	104	0.5
COc1ccc(CCC(=O)N(C)C)cc1	106	1.5
CSc1nnc(-c2ccccc2)o1	104	1.2
Cc1cc(=O)n2nc(N)sc2n1	101	-0.6

(next part)
SMILES	Polio RdRp inh	Polio RdRp inh FP z-score
Cn1c(CN2CCCCC2)nc2cc(NC(=O)c3ccccc3Cl)ccc21	108	0.5
Cc1ccc2nc(-c3cccc(NC(=O)C4CCCO4)c3)oc2c1 (configuration not stated)	105	1.3
C=CCn1c(SCC2=C(C(=O)OCC)C(C)NC(=O)N2)nnc1-c1ccoc1C (configuration not stated)	108	0.8
Cc1occc1C(=O)C(C#N)=C(NCc1cccnc1)NCc1cccnc1	103	-0.5
Nc1nc2nc(-c3ccc(Cl)cc3)cc(C(F)(F)F)n2n1	97	-0.7
O=C1C(=Nc2cccnc2)c2ccccc2N1Cc1ccccc1	107	0.5
CC(C)[C@H](NC(=O)c1ccccc1)C(=O)OCn1nnc2ccccc2c1=O	103	0
Cc1ccc(N(C)S(=O)(=O)c2ccc3[nH]c(=O)ccc3c2)cc1	106	0
COc1ccc(CCNc2ncc3c(n2)c(=O)c(C#N)c2[nH]c4ccccc4c(=O)n23)cc1OC	121	1.7
COc1ccc(C2=NC(C)(C)N(CC(=O)Nc3cc(OC)cc(OC)c3)C2=O)cc1	110	0.6
Cc1cccc(OCC(=O)Nc2ccccc2N2CCCCC2)c1	99	-0.4
CC(C)C(=O)Nc1cccc(S(=O)(=O)c2cccc(NC(=O)C(C)C)c2)c1	102	0.2
O=C(O)C1(c2ccc3c(c2)OCCO3)CCCC1	100	-0.5
CCOc1ccccc1NC(=O)C1SC(=Nc2ccccc2OC)C(C(N)=O)=C1N (configuration not stated)	103	0.2
CCCN1Cc2cccc(C(=O)Nc3ccc(OC)cc3OC)c2C1=O	102	-1.6
CCN(CC)c1ccc(C=NCCc2ccccc2)c(O)c1	103	0.4
CCSC1=NSC2=NC(=O)/C(=C\c3ccc(OC(=O)c4ccco4)c(Cl)c3)C(=N)N12	105	0.8
Cc1cccc(N2C(=O)CN(Cc3cccs3)C2=S)c1	100	0
CCc1ccccc1NC(=O)CCS(=O)(=O)c1ccc2c(c1)CCCN2C(C)=O	104	1.4
COc1ccc2c(c1)c1c3n2CCN(C2CCCCC2)C3=NCC1	101	-0.1
Cc1cc(C(=O)NCc2ccccc2)c2c(C)nn(-c3cccc(F)c3)c2n1	104	-0.8
COc1cc(/C=C/c2nc3ccccc3c(=O)n2-c2ccc(Br)c(C)c2)ccc1O	119	2.3
CN1C(=O)/C(=C(/C#N)C(=O)N2CCCC2)c2ccccc21	103	0.1
CCOC(=O)Cn1c(=O)n(CC2CCCO2)c2nc(-c3cccc(C)c3)nc(C(N)=O)c21 (configuration not stated)	111	1
O=S(=O)(Nc1cc(F)ccc1F)c1ccc2[nH]c3c(c2c1)CCCC3	108	0.4
CCCc1c(C)nc(SCC(C)C)[nH]c1=O	101	0.2
Cc1ccc(CNC(=O)N2CCC(CN3CCC(C)CC3)CC2)cc1	109	0.5
CSc1cccc(NS(=O)(=O)c2ccc3[nH]cc(C(=O)N4CCCCCC4)c(=O)c3c2)c1	112	0.9
CCN(CC)S(=O)(=O)c1ccc(C(=O)NCCSc2c(-c3ccc(F)cc3)[nH]c3ccccc23)cc1	107	0.5
Nc1nc2c(c(=O)[nH]1)N(C=O)C(CNc1ccc(C(=O)N[C@@H](CCC(=O)O)C(=O)O)cc1)CN2 (some centres not stated)	98&100	-0.2&0
Cc1ccc2c(c1)-c1onc(C(=O)N3CCN(c4cc(Cl)ccc4C)CC3)c1CO2	106	-0.1
COC(=O)Cn1cc(C2C(C#N)=C(N)OC3=C2C(=O)CC(C)(C)C3)c2ccccc21 (configuration not stated)	100	-0.5
CCc1ccc(NS(=O)(=O)c2ccc(-c3cc(C)no3)cc2)cc1	105	-0.4
COc1cccc(-n2c(=O)c3c(C)c(C)sc3n(CC(=O)NCc3ccccc3)c2=O)c1	108	0.5
CCCCOc1ccc(C(=O)Nc2ccc3c(c2)N(C(C)=O)CCC3)cc1	106	0.1
Cc1ccccc1Cn1cnc2c(oc3ccccc32)c1=O	107	0.1
C/C(CCc1ccc2c(c1)OCO2)=N\NC(=O)c1ccccc1	106	0.2
CC12C(=O)N(CCC3=CCCCC3)C(=O)C1C(c1ccccc1)C=CC2c1ccccc1 (configuration not stated)	109	0.7
O=C(c1cc(=O)[nH]c2ccccc12)N1CCN(Cc2ccc3c(c2)OCO3)CC1	103	-0.1
Cc1cccc(N2CCN(C(=O)NC3CCCCC3)CC2C)c1 (configuration not stated)	103	0.2
CSc1ncc(Br)c(C(=O)O)n1	105	0.2
Cc1ccccc1OCC(=O)N1CCN(CCc2ccccn2)CC1	107	0
CCOC(=O)c1cc(-c2ccccc2)no1	102	0
CC(=O)N1CCc2cc(N=Nc3c(N)[nH]n(-c4ccccc4)c3=O)ccc21	102	0.1
Cc1cc(Nc2cc(F)ccc2C)nc(-n2nc(C)cc2C)n1	104	-0.9
Cc1ccc(SC(C)C(=O)Nc2ccc(N(C)C)cc2)cc1 (configuration not stated)	99	-1.4
CNC(=O)COc1c(C)c(C)cc(C)c1C	101	0.2
N#CCC(=O)Nn1c(=S)[nH]c2ccccc2c1=O	101	-0.2
CC(=O)N1c2ccc(S(=O)(=O)N(C)CC(=O)N3CCN(C4CCCCC4)CC3)cc2CC1C (configuration not stated)	104	0.9
Cc1ccc(NC(=O)CSc2nc3ccccc3c3nc(CCn4c(C)nc5ccccc54)nn23)cc1F	105	-0.1
CCN=C1SC(C(N)=O)CC(=O)N1CC (configuration not stated)	98	-1
CN(Cc1ccco1)C(=O)c1c[nH]c2ccc(S(=O)(=O)Nc3ccccc3F)cc2c1=O	99	-1.5
Cn1c(=O)c(=O)[nH]c2c(=O)oc3ccccc3c21	99	-0.2
Cc1cc(NC(=O)NC(C)(C)C)no1	100	-0.2
COC(=O)CSc1nnnn1-c1ccc(C(=O)OC)cc1	103	0.2
O=c1c2ccccc2nc(SCc2ccc(F)cc2)n1-c1ccccc1	101	0
Cc1ccc(C)c(C(=O)OCC(=O)NC2CC2)c1	101	-0.1
COc1ccc(CCNc2ncnc3sc4c(c23)CCCC4)cc1	97	-1.1
O=C(Nc1sc2c(c1C(=O)NCc1cccnc1)CCC2)c1cccs1	105	1.3
O=C(/C=C1/Nc2ccccc2NC1=O)Nc1cccc(C(F)(F)F)c1	106	0.9

Going on with the list.
SMILES	Polio RdRp inh	Polio RdRp inh FP z-score
CC(=O)NC1C(Oc2ccccc2)OC2COC(c3ccccc3)OC2C1O (configuration not stated)	105	0.3
COCCn1c(C)cc(C(=O)CSc2nnc(Nc3ccccc3C)s2)c1C	104	0.2
CCC1CN(C(=O)Nc2ccccc2C(F)(F)F)c2ccccc2O1 (configuration not stated)	112	0.9
COc1ccccc1CNC(=O)c1cnn(-c2ccc(F)cc2F)c1C1CCN(C(=O)OC(C)(C)C)CC1	109	0.6

A portion of the library, so the mix of outcomes need not match the whole.
